Source: PubChem
CFTR F508del cor = F508del CFTR correction, initial screen, CFBE line, single point | 350,000 compounds, 0.36% hits | CFBE cells, YFP halide quenching; stimulated with forskolin plus potentiator P3; % fluorescence drop versus neutral controls | AID 720511, 2013 | activity (quench increase), % at 7.58 µM;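 active means mean added fluorescence quench of at least 8% versus neutral control, with both replicates also reaching 8%; inconclusive means only one of the mean or replicate conditions met; inactive means mean below 8% and not both replicates reaching 8%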;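 further: cells transiently co-express mutant CFTR-F508del with the halide-sensitive YFP; corrector assay measuring rescue of mutant channel to the surface after 24 h compound exposure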
XiGFP reactiv = activators of inactive X chromosome reactivation, primary screen, imaging, XiGFP fibroblasts, GFP high-content imaging, set 2; XiGFP mouse fibroblasts, % GFP-positive cells imaging, 3 d; cells co-treated with 5-aza-dC sensitizer; scaled so ellipticine positive control = 100%; activation, % at 7.58 µM; 360,000 compounds, 0.055% hits;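 active means mean normalized replicate activation at least 10% and every replicate at or above 10%; inconclusive means only one of the two criteria met; inactive means mean below 10% and not all replicates reach 10%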;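 further: 0% = median of on-plate neutral control wells and 100% = ellipticine 6 µM median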
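Assay system – SV40-immortalized XiGFP fibroblast cells, line 68-5-11 · Buffer or medium – DMEM supplemented with 5-aza-dC as sensitizing agent · Dosing – one concentration, pinned · Benchmarks – positive control ellipticine, 6 µM final · Times – 3 days compound exposure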
INS-1E GSIS act = GLuc luminescence reporter in INS-1E cells, primary screen for activators of glucose-dependent secretion of insulin | INS-1E GLuc reporter insulin secretion, 2-3 h | activation, % at 16.6 µM | 370,000 compounds, 0.61% hits | AID 743287, 2014;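 active means lowest replicate activation of at least 40%, so every replicate reaches that level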;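 further: 0% = median of neutral control wells and 100% = median of IBMX positive control wells; some compounds called inactive have numbers as strong as hits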
EWS-Fli block = EWS/Fli-driven NR0B1 reporter inhibitors, primary screen, A673 cells, NR0B1 luciferase, luminescence, MLPCN library. viability-normalised. inhibition, % at 12.6 µM. 350,000 compounds, 0.67% hits. AID 651661, 2012;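 active means mean inhibition of at least 50% after viability correction, with every replicate also passing that limit; inconclusive means mean reaches 50% but only one of two replicates passes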;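 further: firefly luciferase signal divided by Alamar Blue viability fluorescence both relative to DMSO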
PAX8 reporter = inhibitors of PAX8-driven TPO luciferase reporter, primary screen, RMG-I cells, single concentration | SteadyGlo, 24 h | 360,000 compounds, 1.2% hits | inhibition, % at 12.6 µM;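 active means mean replicate inhibition at least 60% with every replicate also reaching 60%; inconclusive means only one of the two criteria is met; inactive means mean below 60% and not all replicates reaching 60%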;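 further: luciferase light reporting Pax8 driven TPO promoter activity; plate controls were median of neutral control wells for no effect and mitoxantrone controls for full effect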
ARNT-TACC3 inh = disruptors of ARNT/TACC3 protein interaction, primary screen, biochemical, AlphaScreen, single concentration. AlphaScreen His-ARNT PAS-B/GST-TACC3 binding, luminescence; TACC3 fragment carries E629A point mutation. AID 623870, 2012. 390,000 compounds, 0.66% hits. inhibition, % at 9.99 µM;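 active means mean inhibition of replicates at least 50% and at least half of replicates each reaching 50%; inconclusive means half or more replicates reach 50% but mean below 50%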;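 further: 0% = complete ARNT plus TACC3 wells and 100% = ARNT alone without TACC3; many hits fall short of the cut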
DENV2 CPE = inhibitors of DENV2 cytopathic effect, primary screen, cell-based, plate reader, single concentration. DENV2-infected cells, cytopathic effect rescue. CPE inhibition, % at 9.99 µM. 350,000 compounds, 1.7% hits; in the data active means CPE inhibition above about 20%, passing the limit was not always enough; inconclusive means no clear call, values can overlap the other calls; tested in BHK-21 cells;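 further: 0% = median of neutral control wells and 100% = median of positive control wells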
ERp5 inh = inhibitors of ERp5-driven insulin aggregation, primary screen, biochemical, turbidity, absorbance 650 nm, single point. Protein disulfide-isomerase A6 (Homo sapiens), Q15084. inhibition, % at 9.99 µM. 90 min. 350,000 compounds, 0.05% hits;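 active means mean replicate inhibition above about 25%, with every replicate also reaching it, limit read from the data, passing the limit was not always enough; inconclusive means only one of those two criteria met; inactive means neither criterion met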
Target sequence (Q15084 whole entry, looked up): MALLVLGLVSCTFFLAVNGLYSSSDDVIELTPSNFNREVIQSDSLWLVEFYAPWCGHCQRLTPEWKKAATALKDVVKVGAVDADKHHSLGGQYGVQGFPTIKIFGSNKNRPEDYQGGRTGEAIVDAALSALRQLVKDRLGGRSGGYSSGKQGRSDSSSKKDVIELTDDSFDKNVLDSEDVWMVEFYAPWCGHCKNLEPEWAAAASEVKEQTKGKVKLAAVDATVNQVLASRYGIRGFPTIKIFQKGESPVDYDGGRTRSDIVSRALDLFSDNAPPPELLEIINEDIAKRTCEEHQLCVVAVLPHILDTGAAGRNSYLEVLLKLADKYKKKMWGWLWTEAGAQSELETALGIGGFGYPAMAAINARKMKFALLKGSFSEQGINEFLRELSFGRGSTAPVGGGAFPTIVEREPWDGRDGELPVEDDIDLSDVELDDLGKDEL
The depositor's hits bear a star; ? = inconclusive; / = not tested or not shown; & = joins results of further samples.

SMILES | CFTR F508del cor | XiGFP reactiv | INS-1E GSIS act | EWS-Fli block | PAX8 reporter | ARNT-TACC3 inh | DENV2 CPE | ERp5 inh
CC(C)(C)c1ccc(CC(=O)N2CCC2(C)C(=O)NS(=O)(=O)c2ccccc2C(F)(F)F)cc1 (stereo not drawn) | -1.5 | 0.1 | / | -2 | -5 | / | 0 | -2
C[C@@H]1CN([C@H](C)CO)C(=O)c2cc(C#Cc3ccc(F)cc3)cnc2O[C@@H]1CN(C)CC1CC1 | 0.0 | -0.7 | -15 | -19 | / | 4 | 0 | -4
C[C@H]1CN([C@@H](C)CO)C(=O)c2cccc(NC(=O)c3ccc(-c4nccs4)cc3)c2O[C@@H]1CN(C)S(=O)(=O)c1cn(C)cn1 | -1.3 | 0.4 | -2 | -6 | / | -5 | ? | 1
CCOc1ccc(NC(=O)c2c3c(nc4ccccc24)CCC3)cc1 | -5.4 | 0.0 | 9 | -6 | -8 | / | 5 | 6
CCCN1C(=O)C(Cc2nc3ccccc3c(=O)n2-c2ccccc2)c2cc(C)ccc21 (stereo not drawn) | 1.4 | 0.1 | -15 | -14 | 34 | 7 | 3 | 1
COC(=O)Cn1c(CN2CCOCC2)nc2c1c(=O)[nH]c(=O)n2C | -3.9 | 0.0 | 8 | -9 | -29 | 5 | -7 | -2
O=C(CCC(=O)Nc1nnc(C2CCCCC2)s1)Nc1ccccc1 | -1.8 | 0.0 | -3 | / | -10 | -7 | 7 | -3
C[C@@H]1CN([C@@H](C)CO)C(=O)c2cc(C#CC3CCCC3)cnc2O[C@@H]1CN(C)Cc1ccncc1 | 4.5 | -0.4 | -7 | -8 | -3 | -2 | 5 | -3
CC(C)c1cn(CC[C@H]2CC[C@H](NC(=O)Nc3cc(Cl)cc(Cl)c3)[C@@H](CO)O2)nn1 | 0.9 | 0.6 | -13 | 3 | 18 | 15 | -3 | -2
CN1CCN(C(=O)c2ccc(CNS(=O)(=O)c3cccc(Cl)c3)cc2)CC1 | 1.8 | 0.1 | 15 | 3 | -15 | / | ? | -3
NS(=O)(=O)c1ccc(NC(=O)C2Cc3ccccc3C(=O)O2)cc1 (stereo not drawn) | 3.3 | 0.0 | 4 | 4 | 7 | / | 1 | 3
O=C(O)C(c1ccccc1)N1C(=O)/C(=C\c2ccc(-c3ccc(Br)cc3)o2)SC1=S (stereo not drawn) | -0.9 | 0.3 | -26 | 12 | 5 | 20 | -5 | 1
CC(=O)N[C@@H](Cc1c[nH]c2ccccc12)C(=O)OCc1cc(C(F)(F)F)cc(C(F)(F)F)c1 | -11 | 0.1 | / | -4 | -3 | -4 | 15 | 1
Cn1ncc2c(Nc3ccccc3Cl)nc(Nc3ccccc3Cl)nc21 | 1.8 | 0.0 | 38 | 4 | 19 | / | 0 | 7
O=C(N/N=C\C1CC=CCC1)c1ccc(Br)o1 (stereo not drawn) | -1.0 | 0.0 | 6 | / | 4 | -6 | 5 | -1
O=C(Nc1ccccc1O)c1ccc2c(c1)C(=O)N(Cc1ccco1)C2=O | -1.7 | 0.0 | 16 | / | 21 | -11 | -2 | 8
COCCSc1ccccc1C(=O)N1CCC(Cc2ccccc2)CC1 | -1.1 | -0.8 | -16 | -2 | -7 | 0 | / | 2
N#CC1CCN(C(=O)c2ccc3c(Cl)c4c(nc3c2)CCCC4)CC1 | -0.9 | 0.1 | 20 | 0 | 2 | 3 | 16 | -4
O=C(/C=C/c1ccc2c(c1)OCO2)N1CCN(c2n[nH]c(=O)[nH]c2=O)CC1 | -0.9 | / | 2 | 6 | -4 | -5 | 16 | -5
CN1c2ccc(-c3cccc(C#N)c3)cc2[C@H]2[C@H](CCN2C(=O)C2CC2)[C@H]1CO | -1.1 | 0.0 | -25 | 15 | / | / | -9 | 1
C#CCN(C[C@@H]1[C@@H](OC(=O)NCc2ccco2)[C@@H](OC(=O)NCc2ccco2)Cn2c(=O)ccc(=O)n21)S(=O)(=O)c1ccc(C)cc1 | -0.3 | 0.1 | -17 | 26 | 73* | / | -9 | 16
CO[C@@H]1CN(C)C(=O)c2cc(NS(=O)(=O)c3cn(C)cn3)ccc2OC[C@@H](C)N(Cc2cccc(F)c2)C[C@@H]1C | 0.8 | 0.3 | -3 | 5 | -32 | 2 | -1 | -7
COCC(=O)N1C[C@@H](C)[C@H](OC)CN(C)C(=O)c2ccc(NC(=O)c3ccc(F)cc3)cc2OC[C@@H]1C | 3.5 | 0.4 | 7 | -13 | -5 | -8 | 0 | 0
CC1CCc2nc(N)c(C#N)c(-c3cccnc3)c2C1 (stereo not drawn) | -2.6 | 0.2 | 16 | 3 | -62 | -13 | -7 | 2
COCc1cc(C)nc2sc(C(=O)Nc3ccccc3OC)c(N)c12 | 5.3 | 0.2 | 9 | -30 | 7 | 14 | 8 | 1
CO[C@@H]1CN(C)C(=O)c2ccc(NC(=O)C3CCOCC3)cc2OC[C@@H](C)N(C(=O)c2ccccc2)C[C@H]1C | 3.1 | -0.1 | 5 | 5 | -3 | 0 | 4 | 6
CCc1ccc(CN(C(=O)COc2c(C)cccc2C)C2CCS(=O)(=O)C2)cc1 (stereo not drawn) | 1.1 | 0.0 | -18 | 8 | -3 | -2 | ? | 3
CC1(C)CC(=O)C(C=NCCN2CCN(C(=O)CCl)CC2)=C(O)C1 | 0.3 | 0.1 | -5 | 14 | 6 | -1 | -3 | 4
N/C(=N\OC(=O)c1ccco1)c1ccccn1 | 0.5 | 0.1 | -2 | -32 | -103 | 11 | 4 | -1
CC1CCCCC12NC(=O)N(CC(=O)NCc1cccs1)C2=O (stereo not drawn) | 3.7 | 0.0 | 6 | -61 | -7 | / | 29* | -2
C[C@H](CO)N1C[C@H](C)[C@H](CN(C)C(=O)CN(C)C)Oc2ncc(C#Cc3cccnc3)cc2C1=O | 4.5 | 1.7 | 11 | -8 | -27 | 6 | -1 | -1
Cc1cnc(C(=O)N2CCN(S(=O)(=O)c3cccc(Br)c3)CC2)cn1 | -0.5 | 0.0 | / | -2 | 0 | -7 | -1 | 3
Cn1c(=O)cc(N2CCOCC2)[nH]c1=O | 0.2 | 0.1 | 11 | -1 | -13 | -4 | 1 | 5
CO[C@@H]1CN(C)C(=O)c2ccc(NC(=O)Nc3ccccc3)cc2OC[C@@H](C)N(C(C)=O)C[C@H]1C | -2.3 | -0.3 | -2 | 5 | 1 | / | 26* | 1
C[C@H]1CN([C@@H](C)CO)S(=O)(=O)c2ccc(-c3cccnc3)cc2O[C@H]1CN(C)C(=O)NC1CCCCC1 | 2.3 | -1.1 | 40 | -9 | -3 | -3 | ? | 0
Cc1cc(NC(=O)CN2CCN(C)CC2)no1 | -0.2 | 0.0 | 3 | -14 | 4 | -8 | -6 | -86
C[C@H](CO)N1C[C@H](C)[C@@H](CN(C)Cc2ccc(C(=O)O)cc2)OCc2cnnn2CCCC1=O | 2.6&-0.1 | 0.6&0.4 | 13&4 | -17&-1 | -19 | / | 4&6 | 5&0
O=C(/C=C/c1ccccc1)Nc1ccc(N2CCCCC2)cc1 | -0.2 | 0.1 | 16 | -88 | -66 | -7 | 14 | 3
O=C(O)c1ccc(N2C(=O)c3[nH]nc(-c4ccccc4)c3C2c2ccccc2)cc1 (stereo not drawn) | -1.7 | 0.2 | 3 | 6 | 14 | -7 | 5 | 2
O=C(CCNC(=O)c1ccccc1)Nc1ccc(S(=O)(=O)Nc2ncccn2)cc1 | 0.6 | 0.2 | 3 | 1 | 5 | 3 | -3 | 0
CCCCNC(=O)CNC(=O)c1nn(-c2ccc(OC)cc2OC)c(=O)c2ccccc12 | -3.2 | 0.1 | 5 | -4 | -28 | -5 | -2 | -2
Cc1ccc(C=Nc2ccccc2C(N)=O)o1 | / | 0.6 | -11 | 0 | 18 | 3 | 10 | 8
COC(=O)c1ccc2nc(-c3ccc(F)cc3)c(Cc3ccc(C)cc3)n2c1 | 2.0 | -0.1 | 17 | -18 | -93 | / | -1 | -13
O=C(CN1C(=O)c2cccnc2Oc2ccc(Cl)cc21)NCCCc1ccccc1 | -1.4 | -0.1 | -20 | / | 3 | 3 | -1 | 2
Cc1ccc(S(=O)(=O)N/N=C/c2c(F)cccc2Cl)cc1 | / | 0.6 | 2 | / | 4 | -7 | / | /
COC(=O)c1c(-c2c(Cl)cccc2Cl)noc1C(=O)NNC(=O)N(C)C | -2.7 | 0.1 | -11 | 7 | -16 | -3 | 15 | 1
Nc1cccc(-c2nnc3n2CCCCC3)c1 | -2.1 | 0.0 | / | 14 | 5 | 2 | 9 | -2
Cc1ccc(OC(C)C(=O)N(C)c2ccccc2)c([N+](=O)[O-])n1 (stereo not drawn) | 1.6 | -0.1 | 11 | -4 | -8 | / | -7 | -1
Cc1nc(-c2ccc(F)cc2)c(CC(=O)N(C)CC(=O)Nc2c(C)cccc2C)s1 | -0.6 | 0.0 | 14 | 1 | -13 | -2 | -3 | -1
